RGS4 inhibitor – human RGS4 inhibition | P49798 | Potency, µM (top dose mostly 114 µM), for the others: at the top dose activity change, negative = inhibition, actives largely listed as inhibitors | Transcreener GDP fluorescence polarization, RGS4-accelerated GTP hydrolysis | 390,000 compounds, 0.039% hits | AID 504845; also: % is scaled to controls: 0 for no effect and ±100 for the full control effect; nearly all actives have a fitted effect of over 75% in size; some results filed as inactive show a strong effect at the top dose
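MLSMR compounds (23 nl, pin-transferred) preincubated 10 min at room temperature with a 500nM (2x) first reagent, then RGS4 at 900nM (2x) plus Transcreener GDP mix added; fluorescence polarization (620/688 nm) read before and after 90 min at 30 °C.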
USP1-UAF1 inh – inhibitors of human USP1/UAF1 deubiquitinase | O94782 | recombinant USP1/UAF1, Ub-Rhodamine cleavage fluorescence | Potency, µM (titrated, usually from 57.1 µM), for inactives: at the highest dose activity change, negative = inhibition, most hits filed as inhibitors | 390,000 compounds, 0.23% hits | AID 743255; also: % is scaled to controls: 0 for no effect and ±100 for the full control effect; nearly all actives have a fitted effect of over 60% in size; inactives centre near -12
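USP1/UAF1 complex (1 nM) preincubated 15 min at room temperature with compound, then Ub-Rho substrate (150 nM final) added. Kinetic fluorescence at 480/540 nm over 6 reads at 60 s intervals; 50 mM HEPES pH 7.8, 0.5 mM EDTA, 0.1 mg/ml BSA, 1 mM TCEP, 0.01% Tween-20.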
12-LOX inh – inhibitors of human 12S-lipoxygenase ALOX12. P18054. purified 12hLO, xylenol orange hydroperoxide absorbance. Potency, µM (doses to about 108 µM), without a hit: top-dose activity change, negative = inhibition, hits mostly inhibitors. 580,000 compounds, 1.1% hits. AID 1671190; also: % is scaled to controls: 0 for no effect and ±100 for the full control effect
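Purified human 12hLO (150 nM final) in 25 mM Hepes, 0.01% Triton X-100, pH 7.0 was preincubated 15 min at room temperature with compound. Then 40 uM arachidonic acid was added, 30 min. Hydroperoxide was read by Fe-XO absorbance ratio 573/405 nm.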
TrxR1 substrate – is turned over as a substrate by rat TrxR1. O89049. purified TrxR1 substrate turnover, NADPH consumption readout. Potency, µM (highest dose often 114 µM), inactives show at the highest dose activity change, negative = substrate turnover. 390,000 compounds, 0.01% hits; also: % is scaled to controls: 0 for no effect and ±100 for the full control effect; nearly all actives have a fitted effect of over 50% in size
Target sequence (O89049 whole entry, looked up): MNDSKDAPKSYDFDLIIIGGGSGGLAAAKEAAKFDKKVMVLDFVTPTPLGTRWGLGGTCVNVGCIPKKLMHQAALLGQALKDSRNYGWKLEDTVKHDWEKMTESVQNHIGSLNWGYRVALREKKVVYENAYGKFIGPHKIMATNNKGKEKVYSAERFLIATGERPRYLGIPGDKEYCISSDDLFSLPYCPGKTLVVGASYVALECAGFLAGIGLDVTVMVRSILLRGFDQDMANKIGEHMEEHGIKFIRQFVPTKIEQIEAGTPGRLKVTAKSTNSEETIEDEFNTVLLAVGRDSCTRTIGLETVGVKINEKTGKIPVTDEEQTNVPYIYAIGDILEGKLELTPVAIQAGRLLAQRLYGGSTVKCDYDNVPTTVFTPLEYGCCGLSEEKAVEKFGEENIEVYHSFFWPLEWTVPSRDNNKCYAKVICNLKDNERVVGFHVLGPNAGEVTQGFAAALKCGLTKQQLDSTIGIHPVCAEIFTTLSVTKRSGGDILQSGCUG
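Rat TrxR1, dispensed at 90 nM, was prereduced with 400 uM NADPH (final) for 5 min at ~22 deg C, then incubated with compound 15 min before 400 uM selenite. A first-read NADPH fluorescence drop versus no-compound background flagged substrates.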
RXFP1 agonist – activates the human relaxin receptor RXFP1; Q9HBX9; HEK293T-RXFP1 cAMP TR-FRET, 30 min; response scale: percent of porcine relaxin response, buffer zero; Potency, µM (titrated, usually from 57.5 µM), for the others: top-dose activation, usual class: activators; 370,000 compounds, 0.3% hits; also: % is scaled to controls: 0 for no effect and ±100 for the full control effect; nearly all actives have a fitted effect of over 60% in size; many of its hits are not listed in these tables
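HEK293 cells stably expressing RXFP1, treated 30 min at 37C with compounds plus PDE4 inhibitor Ro 20174; cAMP measured by HTRF TR-FRET. Normalized to buffer and 29 nM porcine relaxin; EC50 by Hill fit.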
mIDH1 inhibitor – blocks human mutant IDH1 R132H enzyme | 390,000 compounds, 0.093% hits | Potency, µM (series often up to 76.6 µM), inactives show top-dose activity change, negative = inhibition, most hits filed as inhibitors | IDH1-R132H enzyme, NADPH consumption, diaphorase/resazurin fluorescence; also: % is scaled to controls: 0 for no effect and ±100 for the full control effect; nearly all actives have a fitted effect of over 65% in size
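IDH1-R132H (0.5 ug/mL) preincubated 30 min with compound, then NADPH (0.016 mM) and alpha-KG (2 mM) added; 80 min at RT, pH 7.5. Remaining NADPH coupled via diaphorase/resazurin to fluorescence (540/590 nm); concentration-response curves normalized to no-enzyme control.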
Vif-A3G inh – blocks the Vif interaction with human APOBEC3G. Q9HC16. HeLa A3G-eYFP + Vif (tagged APOBEC3G with the HIV-1 protein that degrades it), YFP fluorescence, overnight. Potency, µM (highest dose often 46.1 µM), without a hit: at the highest dose activity, negative = active, actives largely listed as inhibitors. 410,000 compounds, 0.076% hits. AID 602310;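 also: % is scaled to controls: 0 for no effect and ±100 for the full control effect; nearly all actives have a fitted effect of over 60% in size; hits raise eYFP signal because A3G escapes Vif-driven loss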
Target sequence (Q9HC16 whole entry, looked up): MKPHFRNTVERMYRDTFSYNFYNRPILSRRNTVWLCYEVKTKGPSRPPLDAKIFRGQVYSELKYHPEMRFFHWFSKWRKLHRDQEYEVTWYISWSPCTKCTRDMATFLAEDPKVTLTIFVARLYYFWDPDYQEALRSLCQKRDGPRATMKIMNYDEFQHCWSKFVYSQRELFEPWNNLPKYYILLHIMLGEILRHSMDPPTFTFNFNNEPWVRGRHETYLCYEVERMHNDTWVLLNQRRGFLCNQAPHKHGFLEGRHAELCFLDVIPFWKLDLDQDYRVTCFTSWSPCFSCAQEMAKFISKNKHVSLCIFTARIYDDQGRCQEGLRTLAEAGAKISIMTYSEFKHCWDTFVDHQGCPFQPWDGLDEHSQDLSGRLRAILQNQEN
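Read-out is eYFP fluorescence (Ex 488/Em 500-530) from Vif-expressing HeLa A3G-eYFP cells; more signal means A3G escaped Vif-mediated degradation. Cells plated overnight, compound pinned in, incubated overnight at 37 deg C.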
TrxR1 inh – blocks rat thioredoxin reductase 1. recombinant rTrxR1, NADPH fluorescence consumption, selenite substrate. Potency, µM (series often up to 114 µM), for inactives: at the highest dose activity change, negative = inhibition, hits mostly inhibitors. O89049. 390,000 compounds, 1% hits; also: % is scaled to controls: 0 for no effect and ±100 for the full control effect; nearly all actives have a fitted effect of over 65% in size
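Rat TrxR1 (90 nM in the dispensed reagent) was pre-reduced with 400 uM NADPH for 5 min at room temperature, then incubated with compound for 15 min. After 400 uM selenite was added, NADPH fluorescence (Ex 340/Em 450 nm) was followed for 8 min.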
Vif-APOBEC3F blk – inhibitors of Vif-A3F interaction | HeLa A3F-eYFP + Vif (tagged APOBEC3F with the HIV-1 protein that degrades it), YFP fluorescence increase | Potency, µM (top dose mostly 46.1 µM), for inactives: at the highest dose activity, negative = active | 390,000 compounds, 0.2% hits; also: % of control where 0% means no effect; nearly all actives have a fitted effect of over 65% in size
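HeLa cells stably expressing A3F-eYFP plus Vif, plated and incubated overnight at 37 deg C, then exposed to compounds overnight at 37 deg C. Blocked degradation read as raised yellow fluorescence (Ex 488/Em 500-530).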
The depositor's hits bear a star; u = inconclusive; x = not tested or not shown; [ ] = remark or other dose. Calls follow the shape of the dose curve; as a rule, active = well fitted curve in the direction sought with a large enough effect; inconclusive = small, poorly fitted or top-dose-only effect, or another doubt; inactive = no such curve, though single readings can be large; an effect the other way counts as inactive or inconclusive. Potency is read from the fitted curve at half-maximal effect.

Second line of a record – mIDH1 inhibitor	TrxR1 inh	TrxR1 substrate	RGS4 inhibitor	RXFP1 agonist	USP1-UAF1 inh	12-LOX inh	Vif-APOBEC3F blk	Vif-A3G inh
CC(=O)Nc1ccc(NCc2cccs2)cc1
  -5%	7%	0%	33%	-5.1%	-6%	31%[activator]	10%	1%
Cc1cccc(C(=O)OCC(=O)NC(=O)NC2CCCCC2)c1
  -5%	x	x	x	x	-25%	u	-21%	1%
O=C(NNC1=NS(=O)(=O)c2ccccc21)c1ccc(Cl)cc1
  -3%	2%[57.1 µM]	-5%[57.1 µM]	-3%	-1.1%	-6%	-22%	-11%	1%
COc1ccc(C(=O)NCCn2ccc3ccccc32)cc1OC
  -1%	-14%[57.1 µM]	-5%[57.1 µM]	8%	0.4%	8%	30%	4%	-1%
C(=C\CSc1nnnn1-c1ccccc1)/CSc1nnnn1-c1ccccc1
  -1%	-10%	1%	-24%	1.3%	-24%	0%	-3%	-2%
Cc1sc2nc[nH]c(=S)c2c1-c1ccccc1
  8%	u	7%[57.1 µM]	u	2.8%	-17%	32µM*	-9%	1%
N#CCCN1CCN(S(=O)(=O)c2ccc(S(=O)(=O)N3CCCC3)cc2)CC1
  -2%	20%[57.1 µM]	13%[57.1 µM]	10%	0.7%	-21%	68%	2%	0%
Cn1c(=O)c2c(ncn2CC(=O)OCC(=O)NNC(=O)c2ccc(Cl)cc2)n(C)c1=O
  -7%	-6%	-1%	-33%	6.3%	-10%	-2%	0%	2%
CCOc1ccc2nc(N3CCCC(C(=O)Nc4ccc(Br)c(C)c4)C3)sc2c1 (configuration not stated)
  -10%	29%	5%	17%	3.1%	-20%	-10%	-1%	-2%
Cc1ccccc1OCC(=O)OCC(=O)Nc1ncc(Cl)c(C)c1Cl
  1%	29%	6%	-23%	2.5%	-23%	8.9µM*	-1%	4%
COc1cc(C2OCC3C(c4ccc(OC5OC(CO)C(O)C(O)C5O)c(OC)c4)OCC23)ccc1O (configuration not stated)
  1%	-14%	3%	1%	0.6%	-22%	5µM*	3%	1%
O=C(COC(=O)/C=C/c1ccc(Cl)cc1)NCCN1C(=O)CSC1=O
  15%	-1%	2%	-105%[56.9 µM]	0.9%	-13%	-2%	-12%	-1%
O=S(=O)(Nc1ccc2[nH]ncc2c1)c1ccccc1Cl
  4%	23%	-2%[0.457 µM]	-1%	-0.1%	0%	-7%	9%	1%
COc1ccccc1N1CCN(C(c2ccc(Cl)cc2)c2nnnn2C(C)(C)C)CC1 (configuration not stated)
  10%	14%[57.1 µM]	2%[57.1 µM]	-49%	0.3%	-16%	-9%	-5%	-3%
O=C(Nc1cccc(C(=O)Nc2cccc(C(F)(F)F)c2)c1)c1ccc(=O)[nH]c1
  -8%	7%[57.1 µM]	11%[0.0914 µM]	-15%	-2.6%	-19%	0%	3%	-5%
C#CCN(C[C@@H]1[C@@H](OC(=O)NC2CC2)[C@@H](OC(=O)NC2CC2)Cn2c(=O)ccc(=O)n21)S(=O)(=O)c1ccc(C)cc1
  2%	x	x	x	x	-29%	-3%	-1%	u
Cc1ccc(S(=O)(=O)N2CCCC2CNC(=O)C(=O)NC2CCCC2)cc1 (configuration not stated)
  -14%	2%[57.1 µM]	1%[57.1 µM]	2%	0.3%	-4%	-19%	5%	-4%
Cc1c(C(=O)C(=O)N2c3ccccc3CC2C)c2ccccc2n1C (configuration not stated)
  6%	2%[57.1 µM]	-6%[57.1 µM]	-2%	0.2%	-6%	-1%	-2%	u
Cc1csc(NC(=O)CSc2ccc([N+](=O)[O-])cn2)n1
  -3%	18%	2%	5%	2.7%	-29%	0%	-4%	-12%
CCOC(=O)N/N=C/C(Cl)=C/c1ccccc1
  -2%	18%[57.1 µM]	1%[57.1 µM]	28%	1.0%	-17%	-1%	9%	-6%

Pulled one by one from the entries so far, 4 records:
Second line of a record – mIDH1 inhibitor	TrxR1 inh	TrxR1 substrate	RGS4 inhibitor	RXFP1 agonist	USP1-UAF1 inh	12-LOX inh	Vif-APOBEC3F blk	Vif-A3G inh
COc1cc(C2OCC3C(c4ccc(OC5OC(CO)C(O)C(O)C5O)c(OC)c4)OCC23)ccc1O (configuration not stated)
  1%	-14%	3%	1%	0.6%	-22%	5µM*	3%	1%
Cc1ccc(S(=O)(=O)N2CCCC2CNC(=O)C(=O)NC2CCCC2)cc1 (configuration not stated)
  -14%	2%[57.1 µM]	1%[57.1 µM]	2%	0.3%	-4%	-19%	5%	-4%
O=C(Nc1cccc(C(=O)Nc2cccc(C(F)(F)F)c2)c1)c1ccc(=O)[nH]c1
  -8%	7%[57.1 µM]	11%[0.0914 µM]	-15%	-2.6%	-19%	0%	3%	-5%
COc1ccccc1N1CCN(C(c2ccc(Cl)cc2)c2nnnn2C(C)(C)C)CC1 (configuration not stated)
  10%	14%[57.1 µM]	2%[57.1 µM]	-49%	0.3%	-16%	-9%	-5%	-3%

Additional records
Second line of a record – mIDH1 inhibitor	TrxR1 inh	TrxR1 substrate	RGS4 inhibitor	RXFP1 agonist	USP1-UAF1 inh	12-LOX inh	Vif-APOBEC3F blk	Vif-A3G inh
CN1C(=S)SC(/[N+]([O-])=C\c2ccc(Cl)cc2)C1(C)C (configuration not stated)
  -1%	1%[57.1 µM]	-4%[57.1 µM]	0%	1.6%	-12%	-4%	-3%	1%
COCC(=O)NNC(=O)Cc1ccc(Cl)cc1
  -1%	26%	6%	-20%	-2.3%	-20%	4%	-7%	-1%
Cc1oc2c(c(C)cc3oc(=O)c(CC(=O)NCCC(=O)O)c(C)c32)c1C
  1%	-14%[57.1 µM]	10%[57.1 µM]	2%	9.7%	-4%	51%[activator]	1%	0%
COc1cccc(C2(O)CCN(C(=O)C(C)C)CC2)c1
  -4%	22%	4%	-6%	-5.6%	-26%	6%	-17%	0%
CC(C)(C)OC(=O)CNC(=O)c1nc[nH]c1C(=O)N1CCNCC1
  -13%	12%	5%[57.1 µM]	7%	0.6%	-32%	-17%	5%	-1%
O=C(COC(=O)Cc1ccc(Cl)cc1)Nc1ccc(OC(F)F)cc1
  2%	6%[57.1 µM]	15%[57.1 µM]	u	1.3%	-17%	-26%	-5%	2%
COc1cc(CNCCN2CCOCC2)ccc1OCc1ccc(Cl)cc1Cl
  3%	2%[57.1 µM]	9%[57.1 µM]	-26%	-0.4%	-15%	u	-7%	0%
CCOC(=O)c1ccc(CSc2nnc(C)n2N)o1
  2%	22%[57.1 µM]	11%[57.1 µM]	-2%	0.6%	-12%	1%	0%	-2%
COc1cc(OC)cc(C(=O)Nc2cccc(NC(=O)c3ccccc3)c2)c1
  3%	7%[57.1 µM]	0%[57.1 µM]	-9%	1.4%	-10%	105%[activator]	-3%	-2%
COc1ccc(N(CC(=O)NCCSCc2ccco2)S(=O)(=O)c2ccccc2)cc1OC
  2%	u	2%	u	-0.6%	-7%	1%	5%	1%
Cc1cccc(CSc2ccc3nnc(-c4cccs4)n3n2)c1
  -1%	150%[activator]	347%[activator]	29%	-0.3%	-23%	2%	1%	-3%
Cc1cccc(C)c1-n1nnnc1C1(Nc2ccccc2)CCCCC1
  -1%	-1%	-3%	9%	0.8%	-17%	-19%	3%	2%
CC(C)CC(=O)c1c(O)c(C=O)c(O)c2c1O[C@@]1(C)[C@@H](C2)C[C@H]2C[C@@H]1C2(C)C
  -18%	21%	1%	3%	x	-17%	-6%	6%	4%
CCc1nn(C(C)C(=O)NCc2cccc(Cl)c2)c(=O)c2cc3occc3n12 (configuration not stated)
  6%	17%	0%	-6%	3.2%	-13%	3%	3%	1%
CC(C)(C)Cc1nnc(NS(=O)(=O)Cc2ccccc2)s1
  2%	12%	-1%	-5%	-0.3%	-1%	8%	-8%	-3%
CCn1cc(CN2CCCC(C(=O)Nc3ccc(-c4nc5ccccc5[nH]4)cc3)C2)c(C)n1 (configuration not stated)
  -10%	21%	5%	22%	3.5%	u	-4%	-8%	2%
CN(C(=O)COC(=O)CN1C(=O)c2ccccc2C1=O)c1c(N)n(Cc2ccccc2)c(=O)[nH]c1=O
  -7%	-5%	-1%	-18%	0.2%	-10%	-26%	1%	0%
Cc1ccc(C)c(N(CC(=O)NC2CCCC2)C(=O)CCC(=O)Nc2cc(C)on2)c1
  2%	25%[57.1 µM]	7%[57.1 µM]	25%	-0.2%	-16%	12%	1%	-3%
COc1ccc(/C=C/C(=O)OCc2cc(=O)n3c(n2)sc2ccccc23)cc1
  20%	-6%[57.1 µM]	2%[57.1 µM]	-17%	5.0%	-4%	5%	9%	1%
Cc1ccc2c(c1)NC(=O)c1cccnc1O2
  x	-2%	-1%	-9%	-0.5%	12%	-16%	x	x

This is a subset. The share of hits here may be higher or lower than overall.
